Bioassay records as filed in PubChem BioAssay.
NADH coupling: inhibitors of enzymes used to reach an NAD/NADH endpoint; IC50, µM (titrated, usually from 10 µM), without a hit: at the top dose inhibition; actives 0.02% (n = 65,000); coupled PK/LDH NADH assays, four targets;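 active means single-dose screening hits from any of four coupled enzyme assays that gave an IC50 when retested across doses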;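 further: the DPM-DC format reads NADH fluorescence rather than 340 nm absorbance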
tolC growth inh: growth inhibitors of E. coli BW25113 tolC mutant; growth inhibition, % at 10 µM (by protocol); AID 573; OD615; actives 2.2% (n = 65,000);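 active means growth inhibition at or above a cutoff equal to the mean over every tested compound plus 3 SD, cut at about 60% in these data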;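 further: growth measured after 20 h incubation at 37 °C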
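Assay system: tolC-deleted E. coli BW25113. Medium: kanamycin-containing LB broth (50 µg/mL). Dosing: 10 µM final, single dose. Timing: bacterial growth with compound for 20 h at 37 °C. Detection: A615 absorbance measurement. Read-out basis: growth inhibition in percent.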
M1 ag: M1 muscarinic receptor agonism | CHO-M1 cells, Fluo-4 calcium fluorescence, agonist mode; active compounds read high | B-score at 10 µM | actives 3% (n = 64,000) | AID 626;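 active means fluorescence rise, raw or as B-score row- and column-corrected plate score, outside the 99.7% band of its plate's samples, either direction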
TNAP act DEA: activators of human TNAP at intermediate phosphate acceptor; P05186; purified TNAP, CDP-star luminescence, 100 mM DEA, 30 min; active compounds read high; scale: 0 levamisole-inhibited, 1 vehicle-only enzyme; activation factor at 20 µM; 64,000 tested, under 10 active; AID 813;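 active means activation factor of at least 2 at 20 µM, relative to controls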
RORa activator: RORA (human) activation | CHO-K1 Gal4-RORA LBD luciferase reporter, luminescence; percent increase over mock-subtracted basal signal | activation, % at 10 µM | actives 1.5% (n = 65,000) | AID 560;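 active means activation above the mean of all tested compounds plus 3 SD, cut at about 49% in these data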;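 further: 0% = DMSO-treated RORA cells and 100% = added signal equal to DMSO minus mock-transfected cells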
Fluor 339 460: intrinsic fluorescence of library compounds, ex339/em460 – biochemical, MLSMR library, data from DPM-DC assay, artefact control, profiling panel; compound autofluorescence, ex339/em460 nm, NADH buffer; active compounds read high; 1 = no-compound wells, NADH background; fluorescence fold increase at 10 µM; actives 5.5% (n = 65,000);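 active means at 10 µM, mean starting fluorescence two-fold or more over control wells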;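 further: signal is the first read of a kinetic run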
Ec RNAP inh: inhibitors of Escherichia coli RNA polymerase; actives 0.2% (n = 62,000); E. coli RNA polymerase, fluorescence transcription assay; inhibition, %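 (tested at 10 µM)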; in the data active means inhibition above about 20%;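 further: 0% = enzyme without compound and 100% = no enzyme blank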
M1 antag: blocks the rat M1 muscarinic receptor response to acetylcholine; P08482; B-score at 10 µM; actives 3.4% (n = 64,000); CHO-M1 cells, Fluo-4 calcium, ACh EC80 antagonist mode; active compounds read low;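 active means calcium fluorescence response, raw or row-and-column corrected B-score, differing from the plate sample mean either way at a set confidence level, mostly lower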
Target sequence (P08482 whole entry, looked up): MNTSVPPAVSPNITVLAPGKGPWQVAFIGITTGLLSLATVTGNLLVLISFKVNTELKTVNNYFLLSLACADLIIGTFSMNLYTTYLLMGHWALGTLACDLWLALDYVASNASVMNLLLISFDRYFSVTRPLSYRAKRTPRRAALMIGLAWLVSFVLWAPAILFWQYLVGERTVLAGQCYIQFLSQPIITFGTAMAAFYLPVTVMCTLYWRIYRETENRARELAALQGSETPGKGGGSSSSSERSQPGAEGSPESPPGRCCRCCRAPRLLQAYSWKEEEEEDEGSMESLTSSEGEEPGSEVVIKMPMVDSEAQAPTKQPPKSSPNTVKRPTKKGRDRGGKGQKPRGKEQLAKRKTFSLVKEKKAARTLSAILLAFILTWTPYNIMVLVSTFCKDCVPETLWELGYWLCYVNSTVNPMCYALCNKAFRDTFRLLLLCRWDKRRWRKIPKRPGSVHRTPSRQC
SF1 activator: activators of human nuclear receptor SF-1; CHO-K1 Gal4-SF-1 LBD luciferase reporter; % increase over DMSO SF-1-specific signal; actives 1.9% (n = 65,000); Q13285; activation, % at 10 µM;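 active means activation above the mean activation of all tested compounds plus 3 SD, cut at about 50% in these data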
Target sequence (Q13285 whole entry, looked up, the tested form may be a part): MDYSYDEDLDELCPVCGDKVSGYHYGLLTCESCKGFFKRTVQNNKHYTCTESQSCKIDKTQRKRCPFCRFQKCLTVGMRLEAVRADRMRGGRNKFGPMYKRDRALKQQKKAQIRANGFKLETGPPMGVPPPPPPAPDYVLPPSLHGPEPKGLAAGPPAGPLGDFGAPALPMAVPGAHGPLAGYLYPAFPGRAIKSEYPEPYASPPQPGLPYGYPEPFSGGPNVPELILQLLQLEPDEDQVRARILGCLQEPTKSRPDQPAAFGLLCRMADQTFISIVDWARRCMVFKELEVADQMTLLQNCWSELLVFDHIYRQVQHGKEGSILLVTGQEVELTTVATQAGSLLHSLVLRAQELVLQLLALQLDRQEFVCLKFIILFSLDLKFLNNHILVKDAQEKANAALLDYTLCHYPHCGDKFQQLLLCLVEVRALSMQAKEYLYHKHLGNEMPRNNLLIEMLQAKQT
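Test system: transient Gal4-SF-1 LBD reporter, CHO-K1; Amount: 4,000 CHO-K1 cells per well; Doses: 10 µM only; Timing: compound exposure 20 h at 37 °C; Signal: luciferase light emission; Read-out basis: percent activation relative to DMSO median and mock-transfected background; Control set: DMSO negative control and −SF1 background wells; Replicates: one test per compound.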
Active calls of the source: *; / = no result given.

SMILES	NADH coupling	tolC growth inh	M1 ag	TNAP act DEA	RORa activator	Fluor 339 460	Ec RNAP inh	M1 antag	SF1 activator
CCOC(=O)C1CCN(C(c2cc3cc(C)cc(C)c3[nH]c2=O)c2nnnn2C2CCCCC2)CC1 (stereo not drawn)	3.0%	3.1	0.258	1	-14.3	1.2	5.5	0.198	-8.4
N#Cc1nc(COc2ccccc2)oc1N1CCN(Cc2ccccc2)CC1	5.0%	66.7*	0.471	1	14.5	1.17	-2.8	-0.339	-13.3
Cn1c(=O)[nH]c(=O)c2[nH]c(CN3CCN(C(=O)c4ccco4)CC3)nc21	2.0%	-24.4	0.575	0.9	-1.4	1.06	7.2	-0.345	-3.1
CC(=O)Cc1ccccc1OCC(=O)O	8.0%	-15.1	-0.292	1	-8.6	1.13	-3.0	-1.02	16.6
Cc1ccccc1Cn1ccc(NC(=O)c2cnn3cccnc23)n1	7.0%	8.2	0.161	0.9	20.4	1.04	15.7	1.43	6.7
COc1ccccc1/C=c1\sc2nc(-c3cccs3)nn2c1=O	4.0%	-3.7	-0.223	1	-6.4	1.22	1.9	1.16	6.0
COc1ccc(Nc2oc(COc3ccc(Cl)cc3)nc2C#N)cc1	3.0%	7.1	0.607	0.9	-10.2	1.11	2.7	0	8.3
CCOC(=O)C(C#N)c1ccccn1 (stereo not drawn)	3.0%	-7.0	-0.246	0.9	-0.6	1.09	/	-0.0123	23.8
OC(COc1ccc2ccccc2c1)CN1CCOCC1 (stereo not drawn)	3.0%	-6.7	-0.865	0.9	16.9	1	9.4	-0.165	39.4
CCOC(=O)Cc1nnc2c(Nc3ccc(Cl)cc3)nc3nonc3n12	5.0%	100.0*	-1.59	0.9	-11.6	1.09	6.5	0.907	15.7
N=c1c2c(n(Cc3ccc(F)cc3)c3c1CCC3)CCC2	4.0%	14.9	0.918	1	13.9	1.03	3.7	0.108	7.2
O=C(c1cccc(F)c1)N1CCN(Cc2ccco2)CC1	16.0%	-5.6	-1.06	1	-8.9	1.11	5.8	-0.45	-2.6
COc1ccccc1N=c1oc2c(OC)cccc2cc1C(=O)NCc1ccco1	4.0%	-10.3	0.207	0.8	3.6	1.08	0.1	0.0724	16.5
Cc1cc(C(=O)Cn2cncn2)c(C)n1CCc1ccc(F)cc1	5.0%	8.4	-0.318	0.8	3.4	0.94	4.4	-0.29	5.8
COc1ccc(OCC(O)CON2C(=O)c3ccccc3C2=O)cc1 (stereo not drawn)	0.0%	-0.2	-0.189	0.8	9.4	1.14	9.5	-0.201	11.4
COc1cc(C2NC(=O)N(C)C3=C2C(=O)CCC3)cc(OC)c1OC (stereo not drawn)	3.0%	-15.8	1.01	1	-6.9	1.11	-1.9	-0.048	-10.5
CCOC(=O)c1c(NC(=O)CSc2nnc(-c3ccc(OC)cc3)o2)sc2c1CCC2	4.0%	-3.7	-0.504	0.8	-3.5	1.06	7.2	0.102	-14.2
COc1ccc(/C=N/n2c(=O)[nH]c3c([nH]c4ccc(C)cc43)c2=O)cc1CN1CCOCC1	3.0%	-9.3	-0.521	0.9	-7.7	1.17	-4.4	0.186	-6.3
CCOCCn1c(CN2CCOCC2)nc2c1c(=O)[nH]c(=O)n2C	2.0%	-19.1	-1.51	0.9	9.4	1.07	4.2	0.212	4.0
O=C(c1ccco1)N1CCN=C1SCc1c(F)cccc1Cl	4.0%	4.0	-0.588	0.9	-19.2	1.05	5.8	-0.716	-20.1

Two entries from above, set out differently:
O=C(c1cccc(F)c1)N1CCN(Cc2ccco2)CC1
  NADH coupling: 16.0%	tolC growth inh: -5.6	M1 ag: -1.06	TNAP act DEA: 1	RORa activator: -8.9	Fluor 339 460: 1.11	Ec RNAP inh: 5.8	M1 antag: -0.45	SF1 activator: -2.6
COc1ccccc1N=c1oc2c(OC)cccc2cc1C(=O)NCc1ccco1
  NADH coupling: 4.0%	tolC growth inh: -10.3	M1 ag: 0.207	TNAP act DEA: 0.8	RORa activator: 3.6	Fluor 339 460: 1.08	Ec RNAP inh: 0.1	M1 antag: 0.0724	SF1 activator: 16.5

One compound at a time, from the list above. Order of screens: NADH coupling | tolC growth inh | M1 ag | TNAP act DEA | RORa activator | Fluor 339 460 | Ec RNAP inh | M1 antag | SF1 activator
COc1ccccc1N=c1oc2c(OC)cccc2cc1C(=O)NCc1ccco1 as listed: 4.0% | -10.3 | 0.207 | 0.8 | 3.6 | 1.08 | 0.1 | 0.0724 | 16.5
CCOC(=O)c1c(NC(=O)CSc2nnc(-c3ccc(OC)cc3)o2)sc2c1CCC2 as listed: 4.0% | -3.7 | -0.504 | 0.8 | -3.5 | 1.06 | 7.2 | 0.102 | -14.2

New compounds follow:
SMILES	NADH coupling	tolC growth inh	M1 ag	TNAP act DEA	RORa activator	Fluor 339 460	Ec RNAP inh	M1 antag	SF1 activator
Cc1cccc(OCc2nnc(SCC(=O)N(C(C)C)C(C)C)n2Cc2ccco2)c1C	6.0%	60.0	0.0863	1	-7.3	1.05	-3.4	0.518	7.7
O=C(NCc1n[nH]c(=S)n1-c1ccccc1)c1ccco1	17.0%	-18.4	/	1	-15.3	1.11	7.1	/	7.5
O=C(Nc1nnc(COc2ccc(Cl)cc2)s1)C1CCCO1 (stereo not drawn)	2.0%	-3.7	-0.804	0.8	17.7	1.05	-2.0	-0.123	-1.1
CCCCCSc1nnc(-c2cc(Br)ccc2N)c(=O)[nH]1	5.0%	100.0*	-0.753	0.9	1.9	1.04	7.5	-1.13	2.4
COc1ccc(Cl)cc1NC(=O)CN(C1CCCCC1)S(C)(=O)=O	5.0%	17.5	1.32	0.8	-24.3	1.05	1.8	1.43	-13.0
O=C(CSc1ncccn1)NCc1ccc(F)cc1	7.0%	-3.7	-0.312	1.1	4.0	1.01	9.8	0.00919	16.3
COc1cc(C(=O)N2c3ccccc3CC2C)cc(OC)c1OC (stereo not drawn)	2.0%	4.3	-0.0447	0.9	3.9	1.04	7.0	-0.0897	-4.8
O=c1[nH]c2ccccc2n1Cc1ccc(F)cc1	7.0%	20.2	-1.56	0.9	-11.6	1.08	8.2	0.401	-14.5
NS(=O)(=O)c1ccc(NC(=O)COC(=O)CSc2n[nH]c(-c3ccccc3)n2)cc1	5.0%	-12.9	0.184	0.8	-6.0	1.04	10.9	0.0295	1.8
COc1cc(NC(=O)c2ccc(NS(=O)(=O)c3c(C)noc3C)cc2)cc(OC)c1	3.0%	49.2	-0.511	0.9	-7.5	1.06	2.9	-0.452	-13.8
Cc1ccc(OC(=O)NC2CCS(=O)(=O)C2)cc1C (stereo not drawn)	3.0%	-16.9	-0.0648	0.9	-6.7	1.04	6.5	1.04	-12.1
O=C(CSc1nnc(Cn2c(=O)sc3ccccc32)n1-c1ccccc1)Nc1nccs1	4.0%	-1.6	0.221	0.8	-20.4	0.99	9.1	-0.391	-24.7
COc1ccc(NC(=O)C(C)N(c2ccc(C)cc2)S(C)(=O)=O)c(OC)c1 (stereo not drawn)	6.0%	0.7	0.915	0.9	1.0	1.08	7.4	0.0423	-11.3
CCOc1ccccc1NC(=O)Cn1nnc(-c2ccc(OCC)c(OCC)c2)n1	5.0%	9.0	-0.912	0.9	-9.3	1.09	8.8	0.125	-13.3
CC(C)Nc1nnc(SCC(=O)Nc2ccc(F)cc2)s1	4.0%	12.7	-0.464	0.9	-23.7	1.07	-3.4	0.218	-8.6
O=C1CCCc2c1cc(C(=O)NCCCN1CCOCC1)c(=O)n2-c1ccc(Cl)cc1	2.0%	-14.7	-0.934	0.9	5.2	1.15	4.4	-0.0227	5.1
O=C(Cn1nnc(-c2ccccc2-n2cnnn2)n1)c1ccccc1	8.0%	-10.0	/	0.9	-1.9	0.99	8.5	/	5.8
Cc1nc2ccccc2c2oc(C(=O)N3CCN(C(=O)c4ccco4)CC3)cc12	3.0%	8.9	-0.409	0.9	-19.7	1.02	11.9	0.681	-1.9
Cc1nn2c(-c3ccccc3)c(-c3ccccc3)nc2[nH]c1=O	7.0%	24.1	0.475	0.9	-11.3	1.73	0.2	-1.47	-4.4
Clc1ccc(SCCCCn2ccnc2)cc1	5.0%	21.6	-1.89	0.8	-5.5	1.04	4.9	-0.895	-14.8
O=c1c2ccccc2oc2nc3n(c(=O)c12)CCCS3	2.0%	-1.6	-0.278	0.9	-8.3	1.44	4.2	0.0394	-16.6
O=C(Nc1ccc(S(=O)(=O)NCCc2ccccc2)cc1)c1ccc(Br)o1	4.0%	-5.3	-0.437	0.8	13.6	1.04	6.3	0.286	-1.1
Cc1cc(NC(=O)CSC2=Nc3ccccc3C3=NC(Cc4ccccc4)C(=O)N23)n[nH]1 (stereo not drawn)	4.0%	-1.0	/	1	-2.1	1.28	-2.0	/	-14.3
O=C(NCCN1CCOCC1)c1ccc(CS(=O)(=O)c2ccc(Br)cc2)o1	6.0%	2.4	0.44	1.1	-20.2	1.11	2.5	1.61	19.8
Cn1c(C(=O)NCCCN2CCCC2=O)cc2c(=O)n(C)c3ccccc3c21	16.0%	7.0	0.71	1	-15.4	1.5	-0.5	0.535	6.7
Cc1ccccc1CS(=O)(=O)Cc1ccc(C(=O)NCC2CCCO2)o1 (stereo not drawn)	7.0%	-6.9	-0.34	1.1	-6.4	1.05	-1.1	0.122	-4.2
O=C(Nc1nc2ccc(S(=O)(=O)N3CCCCC3)cc2s1)c1ccncc1	17.0%	30.5	-1.92	0.9	14.6	0.96	-0.7	-0.122	-0.6
N#CC1=C2SCN(Cc3ccccc3)CN2C(=O)CC1c1ccc2c(c1)OCO2 (stereo not drawn)	13.0%	-2.5	-0.562	/	-0.9	0.79	/	-0.0645	-8.1
COC(=O)CSc1nnc2n(C3CCCCC3)c(=O)c3c4c(sc3n12)CCCC4	4.0%	39.9	0.651	0.9	/	1.06	-4.8	0.047	/
CC(=O)c1c(C(C)=O)c(C)n(CCCCn2c(C)c(C(C)=O)c(C(C)=O)c2C)c1C	0.0%	-12.3	0.0194	1.1	7.5	1.16	-0.6	0.14	-4.3
Cc1cc(C)n(C(=O)c2ccc(S(=O)(=O)NCC3CCCO3)cc2)n1 (stereo not drawn)	7.0%	-13.1	-0.216	0.9	-15.1	1.11	1.5	-0.829	14.3
CCN(CC)S(=O)(=O)c1ccc2[nH]cc(C(=O)NCCN3CCCCC3C)c(=O)c2c1 (stereo not drawn)	8.0%	1.9	-0.379	0.9	-14.9	2.97*	1.0	-1.24	-7.8
CN(C)Cc1cc(CCNC(=O)c2ccc(Cl)cc2)ccc1O	3.0%	-6.1	/	0.9	5.6	1.18	-2.5	/	1.8
O=C(CCN1CCN(c2ccccc2)CC1)Nc1nccs1	2.0%	-16.8	-0.573	0.8	-4.2	1.09	6.4	-0.299	-8.0
Brc1c(CSc2nnc(-c3ccco3)o2)nc2ccccn12	2.0%	19.2	0.0872	0.9	-5.2	1.03	-0.9	1.12	-2.5
Brc1ccc(C2Nc3cccc4cccc(c34)N2)o1	4.0%	20.7	-0.953	0.9	-4.3	1.35	3.7	-0.00991	-8.7
CCOCCN1CCN(c2c3c(nc4cc(-c5ccc(F)cc5)nn24)CCC3)CC1	7.0%	-6.0	0.81	1	5.2	1.42	2.7	-0.51	-9.3
COc1ccc(-c2nnc(SCC(=O)N3CCCCC3)o2)cc1OC	1.0%	-10.9	0.537	0.9	-1.3	1.05	7.0	0.529	10.3
Cc1cc(C)n(-c2cccc3cccnc23)n1	0.0%	-7.0	0.533	1	4.7	1.12	3.9	0.18	-6.5
CCn1c(COc2cccc(OC)c2)nnc1SCC(=O)Nc1cc(OC)ccc1OC	8.0%	1.1	-0.00517	0.9	-7.3	1.04	6.4	-0.0744	8.8
O=C(Nc1nn[nH]n1)c1cccc(Oc2ccccc2)c1	2.0%	3.1	-0.12	0.9	8.1	1.06	7.0	0.585	7.0

Compounds as they come; about 15% have a hit in one of these screens.
